EWS-Fli block – EWS/Fli transcriptional activity inhibition. 350,000 tested, 0.67% active. inhibition, % at 12.6 µM. A673 NR0B1-luciferase reporter, viability-normalised;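 active = mean inhibition of at least 50% after viability correction, with every replicate also passing that limit; inconclusive = mean reaches 50% but only one of two replicates passes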;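 note: firefly luciferase signal divided by Alamar Blue viability fluorescence both relative to DMSO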
XiGFP reactiv – reactivates the inactive X chromosome in mouse fibroblasts; XiGFP mouse fibroblasts, % GFP-positive cells imaging, 3 d; cells co-treated with 5-aza-dC sensitizer; scaled so ellipticine positive control = 100%; activation, % at 7.58 µM; 360,000 tested, 0.055% active;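 active = mean normalized replicate activation at least 10% and every replicate at or above 10%; inconclusive = only one of the two criteria met; inactive = mean below 10% and not all replicates reach 10%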;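 note: 0% = median of on-plate neutral control wells and 100% = ellipticine 6 µM median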
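material = 68-5-11 XiGFP fibroblast line | medium = DMEM plus 5-aza-dC sensitizer | schedule = 3 days compound exposure | benchmarks = positive control ellipticine, 6 µM final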
esBAF inh – SWI/SNF esBAF complex inhibition | mouse ES cells, Bmi1-luciferase knock-in reporter, 24 h; 100% = twice the neutral-well signal | reporter increase, % at 12.5 µM | 350,000 tested, 2% active | AID 602393; in the data active = activation above about 40%; inconclusive = no clear call, values can overlap the other calls;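 note: 0% = median of the plate's neutral control wells and 100% = double that signal; a rise in the Bmi1 reporter signal indicates esBAF inhibition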
S100A4 MyoIIA – blocks human S100A4 binding to myosin IIA peptide; AID 652163; 360,000 tested, 0.14% active; inhibition, % at 10.7 µM; P26447; S100A4/TAMRA-MyoIIA peptide fluorescence polarization;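 active = mean inhibition of at least 70% across replicates, with every replicate also reaching that level; inconclusive = mean inhibition reaches 70% but some replicates fall short; inactive = mean inhibition below 70%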
Target sequence (P26447 whole entry, looked up): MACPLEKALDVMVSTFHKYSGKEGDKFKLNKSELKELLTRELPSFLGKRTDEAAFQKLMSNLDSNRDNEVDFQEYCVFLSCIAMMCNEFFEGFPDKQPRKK
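Test system: S100A4 monomer protein. Medium: HEPES buffer with Ca2+, pH 7.2. Reagent: fluorescent myosin IIA peptide, 5 nM. Compound dosing: single-point compound testing. Timing: 5 min between mix addition and reading. Benchmarks: DMSO neutral and TFP positive wells.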
FN deposit inh – fibronectin deposition inhibition; inhibition, % at 12.6 µM; AH1F fibroblasts, Alexa488-fibronectin deposition fluorescence, overnight; 350,000 tested, 0.086% active; AID 743247;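 active = mean inhibition across replicates of 30% or more, regardless of how many single replicates reach that level; inconclusive = mean under 30% yet at least half of replicates reach 30%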;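 note: positive control wells lacked labelled fibronectin entirely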
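Test system: AH1F fibroblast monolayer depositing Alexa488-labelled fibronectin into matrix. Input: 10000 cells per well. Technique: fluorescence, ex 485 nm, em 525 nm. Buffer or medium: DMEM plus 2% serum, read in PBS. Timing: 1 h cell adhesion before compound, then overnight fibronectin incubation. Compound: single dose, pinned. Read-out basis: inhibition from reduced deposited-fibronectin fluorescence.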
E-selectin induc – induces E-selectin expression in human endothelial cells. P16581. 260,000 tested, 0.37% active. activation, % at 7.58 µM. HUVEC E-selectin immunofluorescence imaging; normalized: neutral wells 0, TNF-alpha wells 100;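 active = mean E-selectin-positive cell signal at least 10% of the positive control, reached in at least 60% of replicates, without over 20% cell loss; inconclusive = no rule given, readout overlaps actives, possibly toxicity-flagged; inactive = the rest, including those meeting only one limit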;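 note: in these data hits start at about 27%; measured in HUVEC primary endothelial cells; signal is the percent of cells scored E-selectin positive by PE staining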
Target sequence (P16581 whole entry, looked up): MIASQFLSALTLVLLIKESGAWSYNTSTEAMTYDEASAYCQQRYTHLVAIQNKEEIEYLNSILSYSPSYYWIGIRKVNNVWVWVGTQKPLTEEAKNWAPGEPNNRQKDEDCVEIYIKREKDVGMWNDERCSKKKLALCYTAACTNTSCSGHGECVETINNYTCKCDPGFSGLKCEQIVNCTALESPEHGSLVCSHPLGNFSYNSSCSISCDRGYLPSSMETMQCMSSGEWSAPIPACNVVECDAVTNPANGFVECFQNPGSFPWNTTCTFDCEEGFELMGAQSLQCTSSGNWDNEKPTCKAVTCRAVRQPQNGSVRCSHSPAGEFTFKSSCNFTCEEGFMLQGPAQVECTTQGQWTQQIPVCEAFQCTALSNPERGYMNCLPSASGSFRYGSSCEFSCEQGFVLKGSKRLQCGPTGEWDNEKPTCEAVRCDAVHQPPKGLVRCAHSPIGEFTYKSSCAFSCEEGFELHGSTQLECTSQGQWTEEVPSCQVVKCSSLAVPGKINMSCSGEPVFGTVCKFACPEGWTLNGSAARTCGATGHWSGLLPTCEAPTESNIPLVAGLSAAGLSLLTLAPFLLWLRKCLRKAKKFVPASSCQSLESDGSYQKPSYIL
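Test system: HUVEC; input: 3,000 HUVEC/well; measured by: immunofluorescence imaging; read-out: % PE-positive cells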
RAD52 inh – blocks human RAD52 DNA annealing; P43351; recombinant RAD52 DNA annealing, FRET fluorescence; inhibition, % at 18.7 µM; 360,000 tested, 0.46% active;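 active = every replicate showing at least 50% inhibition; inconclusive = mean inhibition at least 50% but not in every replicate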
RAD54 branch – inhibitors of human RAD54 branch migration | Q92698 | RAD54 Holliday junction branch migration, FAM/BHQ fluorescence | inhibition, % at 10.4 µM | 360,000 tested, 0.14% active;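 active = mean normalized replicate activity at least 40 and at least half of replicates scoring 40 or more; inconclusive = only one of the two criteria met; inactive = mean below 40 and under half of replicates reaching 40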;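 note: 0% = median of neutral control wells and 100% = median of positive control wells; inhibitors cause a drop in the FAM fluorescence signal; in these data hits start at about 50%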
* = called active by the depositor; ? = inconclusive; · = not tested or not shown.

SMILES | EWS-Fli block | XiGFP reactiv | esBAF inh | S100A4 MyoIIA | FN deposit inh | E-selectin induc | RAD52 inh | RAD54 branch
CCN(CC(=O)NCc1cccs1)C(=O)CN(C)S(=O)(=O)c1ccc(C)cc1 | -1.0 | 0.2 | -3.0 | 2.0 | 7.9 | · | -7.4 | ·
COc1ccc(CNC(=O)CCCn2nc(C)n3ccnc3c2=O)cc1 | -5.6 | 0.1 | -15.4 | -1.1 | 4.6 | 1.9 | 6.9 | -5.8
COc1ccc(CN(C)C[C@H]2Oc3ccc(NC(=O)Cn4cnnn4)cc3C(=O)N([C@H](C)CO)C[C@H]2C)cc1 | · | 0.0 | -5.2 | -3.8 | · | -0.8 | -4.6 | 6.2
Oc1ccc(Cl)cc1CNCc1ccc(Cl)nc1 | -12.6 | 0.0 | 4.7 | -2.0 | -10.8 | 0.0 | -9.8 | 1.8
CC(=O)N1[C@H](C(=O)NCc2ccccc2Cl)[C@@H](CO)[C@@H]2Cn3c(ccc(-c4cncnc4)c3=O)[C@@H]21 | 4.4 | 0.1 | -3.8 | 16.7 | 0.5 | 0.1 | 14.6 | 4.3
CN(C)c1ccc2c(c1)[C@@H]1C[C@H](CC(=O)NCc3ccccc3)O[C@@H](CO)[C@@H]1O2 | -0.8 | 0.2 | -0.5 | -4.5 | 7.1 | -0.4 | -159.2 | 1.8
O[C@@H]1CN(Cc2ccc(-n3cccn3)cc2)CC[C@H]1N1CCN(c2ccccc2F)CC1 | 22.3 | 0.0 | -0.7 | -6.4 | 5.7 | 5.7 | -14.0 | -6.5
CC(C)C1COC(c2cccn2Cc2ccccc2Cl)=N1 (configuration not stated) | -5.8 | 0.0 | -1.7 | -5.7 | 3.4 | · | -10.4 | 4.6
C[C@@H]1CN([C@@H](C)CO)C(=O)Cc2cc(N(C)C)ccc2O[C@H]1CN(C)Cc1ccccc1 | 6.2 | 0.1 | -8.3 | 0.5 | · | -0.2 | -0.5 | 3.7
c1ccc(C(NCCNC(c2ccccc2)c2ccccc2)c2ccccc2)cc1 | 9.3 | 0.0 | -8.1 | 30.4 | 0.0 | -0.1 | -4.0 | 1.5
COc1ccc(CNC(=O)/C=C/C(=O)O)cc1OC | · | -0.2 | -9.6 | · | 1.2 | · | · | 0.5
O=C(COC(=O)COc1cccc(C(F)(F)F)c1)NC1CCS(=O)(=O)C1 (configuration not stated) | -1.9 | ? | -4.6 | 0.5 | 7.8 | -1.7 | -11.8 | -4.4
COc1cccc(NC(=O)N(C)C[C@@H]2Oc3ncc(C#Cc4ccccc4)cc3C(=O)N([C@@H](C)CO)C[C@H]2C)c1 | 13.8 | -1.2 | 0.6 | -6.6 | 1.7 | 0.1 | -4.2 | -12.2
C1CCCCCC2(CCCCC1)OCC(CN1CCOCC1)O2 (configuration not stated) | 5.9 | 0.1 | · | · | 3.4 | -0.6 | · | ·
COc1ccc(/C=N/N2CCOCC2)cc1Cn1nc(C)c([N+](=O)[O-])c1C | -8.6 | 0.0 | · | -10.7 | 3.1 | 0.3 | -16.1 | ·
CC(C)c1nc(SCC(=O)N2CCCC2)c2c(=O)n(C)c(=O)n(C)c2n1 | 4.5 | 0.1 | -0.2 | -3.4 | 1.5 | 1.6 | -10.5 | -4.4
CCn1c(CN2CCC(C)CC2)nc2cc(S(=O)(=O)N3CCCCC3)ccc21 | 18.7 | 0.0 | -2.2 | -2.2 | -3.9 | -0.1 | -1.4 | -1.3
COC(=O)C[C@H]1C[C@H]2c3cc(NC(=O)NC4CCCCC4)ccc3O[C@H]2[C@@H](CO)O1 | -3.1 | 0.0 | -3.6 | 3.6 | · | -0.3 | 1.4 | 6.0
CN(C)CC(=O)Nc1ccc2c(c1)[C@@H]1C[C@H](CC(=O)NCc3ccncc3)O[C@@H](CO)[C@@H]1O2 | -3.0 | 0.4 | -2.5 | 14.4 | 0.2 | -0.2 | 1.7 | -0.5
COc1ccc(C(=O)CN2C(=O)NC3(CCCCCC3)C2=O)cc1 | · | -0.1 | · | -1.8 | 0.9 | 0.3 | -43.2 | -0.6
CCc1ccc(NC(=O)c2cnn3ccccc23)cc1 | 71.3* | -0.1 | -77.0 | -0.9 | -6.3 | 6.6 | 1.0 | -1.4
C[C@H]1CN([C@@H](C)CO)C(=O)c2cc(-c3cccc(C#N)c3)cnc2O[C@H]1CN(C)C(=O)C1CCCCC1 | -38.1 | 0.1 | 1.6 | -7.1 | · | 0.1 | -4.4 | -1.1
CCCNC(=O)c1ccc(N2CCC3(CC2)CC(c2ccccc2)=NO3)c(NC(=O)c2ccc(Br)cc2)c1 | 4.3 | 0.0 | 0.4 | -7.7 | 0.4 | · | -15.2 | -2.4
N#CCCN(C(=O)COC(=O)COc1ccccc1Cc1ccccc1)c1ccccc1 | -1.1 | -0.1 | 9.3 | -1.7 | 2.7 | · | -16.5 | -3.0
Cc1ccc(F)c(S(=O)(=O)NC(=O)C2(C)CCN2C(=O)c2ccc(C3CCCCC3)cc2)c1 (configuration not stated) | 9.6 | 0.3 | -2.0 | 1.1 | -1.1 | 0.3 | -11.5 | -3.2
O=C(CNS(=O)(=O)c1ccc([N+](=O)[O-])cc1)N/N=C/c1ccc(O)cc1O | 25.2 | -0.1 | 0.6 | 47.5 | 8.6 | -0.1 | -21.4 | 7.7
CCC(=O)Nc1ccc2c(c1)OC[C@@H](C)N(Cc1ccccc1OC)C[C@H](C)[C@@H](OC)CN(C)C2=O | -1.5 | 0.0 | -7.3 | -3.0 | 5.6 | 0.3 | -1.3 | -7.8
COc1cc2c(cc1O)CC[n+]1cc3c(OC)c(OC)ccc3cc1-2 | 12.3 | 0.2 | 5.8 | -0.7 | 3.9 | · | 81.3* | 75.7*
CCCNC(=O)C[C@@H]1CC[C@H]2[C@@H](COC[C@H](O)CN2C(=O)c2cccnc2)O1 | -3.7 | 0.4 | 3.3 | -38.5 | -0.4 | 0.0 | -44.2 | -6.0
O=C(O)C1=C(C(=O)O)C2CCC1C2 | -7.8 | 0.2 | 1.2 | -10.3 | -1.5 | -0.1 | -7.1 | -2.7
CN(C(=O)c1ccc2c(Cl)c3c(nc2c1)CCC3)c1ccccc1 | -58.1 | 0.0 | 87.9* | -4.3 | 0.2 | -2.3 | -3.8 | -5.3
Cc1noc(C)c1S(=O)(=O)Nc1cccc2c1O[C@H](CN(C)C(=O)Nc1cccc3ccccc13)[C@H](C)CN([C@@H](C)CO)C2=O | 4.1 | 0.5 | -1.3 | -5.4 | · | -13.8 | -16.3 | 1.5
C[C@@H]1CN([C@@H](C)CO)C(=O)c2cc(NC(=O)Nc3ccc4c(c3)OCO4)ccc2O[C@@H]1CN(C)C(=O)Nc1ccc(C(F)(F)F)cc1 | 1.8 | 0.2 | 9.4 | -0.5 | 8.8 | 0.6 | 0.6 | -2.6
COc1ccccc1C(=O)Nc1ccc(OCC(=O)N2C(C)CCCC2C)cc1 (configuration not stated) | -18.7 | 0.3 | 18.8 | -1.2 | -3.7 | · | -8.8 | -2.8
Cc1noc(C)c1NC(=O)Nc1ccc2c(c1)C(=O)N([C@@H](C)CO)C[C@@H](C)[C@H](CN(C)C(=O)NC1CCCCC1)O2 | -5.9 | 0.9 | -7.2 | 8.5 | · | 1.2 | -3.4 | 2.3
O=C(CO/N=C/c1c(Cl)cccc1Cl)NNC(=O)c1cccc(Cl)c1 | 9.9 | 0.0 | · | -1.1 | 5.4 | -0.1 | -8.0 | ·
CCCCCCN1CCN(C2CN(Cc3cn(Cc4cccc(C(F)(F)F)c4)nn3)S(=O)(=O)C2)CC1 (configuration not stated) | 8.6 | 0.0 | · | 1.0 | -4.7 | -0.5 | -7.2 | ·
C[C@@H]1CCCCO[C@H](CN(C)S(=O)(=O)c2ccc(F)cc2)[C@@H](C)CN([C@H](C)CO)C(=O)c2cc(NC(=O)NC3CCCCC3)ccc2O1 | 1.8 | 0.1 | 1.3 | -2.8 | -1.0 | -0.2 | -13.2 | 0.6
C[C@@H]1CCCCO[C@H](CN(C)Cc2ccccc2)[C@@H](C)CN([C@@H](C)CO)C(=O)c2cc(NS(=O)(=O)c3cn(C)cn3)ccc2O1 | -0.3 | 0.2 | -3.5 | -2.5 | 1.8 | 0.0 | 16.1 | 1.2
CCOC(=O)C(CCCCOc1cccc(CC)c1)C(=O)OCC | · | 0.0 | · | · | 0.8 | 1.5 | · | -3.5
O=C(C1CCC(CNc2c(N3CCCCC3)c(=O)c2=O)CC1)N1CCN(C2CCCCC2)CC1 (configuration not stated) | -5.4 | 0.3 | · | 1.2 | 1.9 | -0.3 | -2.6 | 4.5
CC(C)c1ccccc1NC(=O)C1CC(=O)N(C2CCCC2)C1 (configuration not stated) | 6.0 | 0.0 | -7.8 | 3.8 | · | -0.1 | -3.5 | -7.4
COCC(=O)N1CC2(C1)CN(S(C)(=O)=O)[C@@H](CO)c1[nH]c3cc(OC)ccc3c12 | -5.5 | 0.4 | · | -0.8 | · | -0.2 | -14.5 | ·
O=C(NCCCN1CCOCC1)C(=O)c1c[nH]c2ccccc12 | 4.7 | 0.2 | -1.3 | 0.9 | 3.0 | · | -3.3 | 1.5
O=C(C[C@H]1CC[C@H]2[C@@H](COC[C@@H](O)CN2Cc2cc(F)cc(F)c2)O1)NCc1cccc(F)c1 | 0.5 | 0.1 | -5.7 | 7.6 | 5.5 | 0.0 | -4.8 | 0.4
Cc1ccc(NC(=O)C(=O)NNC(=O)c2cccs2)cc1 | -23.7 | 0.0 | · | -1.9 | -2.3 | · | 2.3 | ·
COc1ccccc1/C=N\Nc1ccccc1[N+](=O)[O-] | -55.1 | 0.0 | · | -0.5 | 0.3 | 0.5 | -7.1 | -6.2
CCOC(=O)c1ccc2nc(NC(=O)C(C)C)sc2c1 | -46.0 | 0.0 | 36.7 | -2.1 | -3.8 | 0.3 | -6.9 | 1.4
O=C(CSc1ccc(Cl)cc1)NNC(=O)c1cccnc1 | -4.4 | 0.1 | 0.2 | 2.5 | -8.1 | -3.7 | -6.6 | 0.0
Nc1c(C(=O)Nc2ccccc2)nnn1-c1ccc2c(c1)OCCO2 | -4.8 | 0.0 | -10.7 | 2.5 | -0.7 | -0.1 | -24.2 | 3.9
O=C(O)c1cc(-c2ccco2)nn1-c1cccc(Cl)c1 | -9.0 | 0.2 | · | -2.8 | -5.0 | 0.0 | -28.7 | ·
COc1ccc(C(C(=O)NC2CCCC2)N(CCCO)C(=O)c2snc(C(N)=O)c2N)cc1 (configuration not stated) | · | 0.0 | 1.0 | -0.9 | 15.1 | · | 0.9 | 1.3
CCN(CC)C(=O)COC(=O)C1=NN(c2cc(C)ccc2C)C(=O)CC1 | -3.6 | 0.0 | -1.9 | -8.7 | 3.4 | 0.9 | -14.9 | -12.4
C/C=C/c1ccc([C@@H]2[C@@H](CN(C(=O)COC)C(C)C)N(C(C)=O)[C@H]2CO)cc1 | -2.7 | -0.1 | 3.5 | 4.2 | 8.2 | 0.0 | -0.7 | -0.3
